High-throughput results as filed in PubChem.
Siah-1 displacement = Siah-1 peptide-binding antagonists, primary screen, biochemical, fluorescence polarization, rhodamine-plectin, uHTS (AID 1817) | E3 ubiquitin-protein ligase SIAH1 (Homo sapiens) | Siah-1 / rhodamine-plectin peptide fluorescence polarization; higher % means a stronger effect | displacement, % at 20 µM, or IC50 in µM where a hit was titrated | hit rate 0.02% among 290,000;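 active = displacement of at least 50% at 20 µM, with a fluorescence ratio check between 0.3 and a set limit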;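 also: plate controls were Siah plus tracer with DMSO for no effect and tracer alone without Siah for full effect; strong numbers were not always called active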
SV40 large T antigen = SV40 large T antigen inhibitors, biochemical (AID 1903); SV40 large T antigen ATPase/helicase inhibition assay; higher % means a stronger effect; one-dose inhibition, % at 20 µM; IC50 in µM for titrated hits; hit rate 0.39% among 310,000; in the data active = a potency from the dose series; inconclusive = inhibition mostly from about 32% at the one dose, without a potency; inactive = the rest, 99 in 100 with inhibition below about 32%; also: strong numbers were not always called active
HIV peptide binding = inhibitors of HIV fusion peptide binding, primary screen, biochemical, uHTS, fluorescence dequenching (AID 1986). cell-free peptide binding, fluorescence dequenching, 30 min; higher % means a stronger effect. inhibition, % at 20 µM; hits with a dose series show IC50 in µM. hit rate 0.3% among 290,000; in the data active = inhibition mostly above about 52%, no sharp cut-off; inactive = mostly below about 76%; also: some results filed as inactive read as strong as hits
XIAP displacement = XIAP antagonists, biochemical, IAP family, fluorescence polarization (AID 1018). XIAP BIR domain, fluorescence polarization peptide displacement; higher % means a stronger effect. displacement, % at 20 µM; hits with a dose series show IC50 in µM. hit rate 0.007% among 200,000. E3 ubiquitin-protein ligase XIAP (Homo sapiens); in the data active = displacement above about 50%; also: a part of the inactive calls stands beside numbers as strong as those of hits
RSV antiviral HEp-2 = RSV antiviral activity via CPE protection, HEp-2 cells, primary 10 µM value included (AID 2391); HEp-2 cells, RSV-induced CPE inhibition; higher % means a stronger effect; hit rate 0.13% among 310,000; CPE inhibition, % at 10 µM, or IC50 in µM where a hit was titrated; in the data active = a potency from the dose series; inconclusive = CPE inhibition mostly from about 23% at the one dose, without a potency; inactive = the rest, 99 in 100 with CPE inhibition below about 21%; also: strong numbers were not always called active
NS5 inhibitors = Dengue-2 NS5 methyltransferase inhibitors, primary screen, biochemical, confirmation dose response (AID 588689). Genome polyprotein (Dengue virus type 2 (strain 16681-PDK53)). Dengue-2 NS5 methyltransferase capping enzyme assay, biochemical; higher % means a stronger effect. one-dose inhibition, % at 25 µM; IC50 in µM for titrated hits. hit rate 0.3% among 340,000; in the data active = a potency from the dose series; inconclusive = inhibition above about 29% without an active follow-up result
AID2073 = inhibitors of Mint1-CaV2.2 protein interaction, biochemical, HTRF (AID 2073); inhibition, % at 20 µM, or IC50 in µM where a hit was titrated; Voltage-dependent N-type calcium channel subunit alpha-1B (Homo sapiens); HTRF protein-protein interaction, Mint1-CaV2.2; higher % means a stronger effect; hit rate 0.19% among 290,000; in the data active = inhibition mostly above about 51%, no sharp cut-off; inconclusive = no clear call, values can overlap the other calls; inactive = mostly below about 53%; also: some results filed as inactive read as strong as hits
LYP inhibition = inhibitors of LYP phosphatase, biochemical, fluorescence intensity, uHTS (AID 1779). Tyrosine-protein phosphatase non-receptor type 22 (Homo sapiens). recombinant LYP phosphatase, fluorescence intensity; higher % means a stronger effect. inhibition, % at 11.5 µM, or IC50 in µM where a hit was titrated. hit rate 0.054% among 290,000; in the data active = inhibition above about 50%;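 also: plate controls were vehicle with enzyme for no effect and no enzyme for full effect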
Rac1 GTP hydrolysis = MgcRacGAP GTPase-activating activity inhibitors, confirmation, biochemical, ADP Hunter fluorescence. Rac GTPase-activating protein 1 (Homo sapiens). MgcRacGAP-stimulated Rac1 GTP hydrolysis, ADP Hunter fluorescence; higher % means a stronger effect; GST-tagged Rac1 F28L mutant substrate. inhibition, % at 30 µM; hits with a dose series show IC50 in µM. hit rate 0.6% among 340,000. AID 624330, 2012;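 active = first-screen hits whose inhibition reached a set limit at any dose in the follow-up dose series; inconclusive = inhibition above the set first-screen limit but never retested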;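 also: fluorescence reports GDP produced by GAP-driven GTP hydrolysis; strong numbers were not always called active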
* hit, by the source's call; ? = inconclusive; . = not tested or not shown.

Each structure is followed by: AID2073, Rac1 GTP hydrolysis, Siah-1 displacement, HIV peptide binding, NS5 inhibitors, RSV antiviral HEp-2, LYP inhibition, XIAP displacement, SV40 large T antigen
> O=c1c2ccccc2nnn1Cc1ccc2ccccc2c1
 : 0%, 2%, 6%, -0.5%, -7%, 5.0%, -5%, -4.7%, 1%
> CCc1ccccc1NS(=O)(=O)c1ccc2c(c1)NC(=O)CC(=O)N2
 : -8%, 4%, 7%, -0.4%, -7%, 1.2%, -5%, -6.6%, 4%
> CC1(C)[C@H]2CC=C(CN3CCC(N4CCC(C(=O)N5CCCC5)CC4)CC3)[C@@H]1C2
 : -6%, 10%, 2%, 0.2%, 1%, -2.2%, -6%, -2.3%, 8%
> CC(=O)Nc1cccc(OCC(=O)Nc2sccc2C(N)=O)c1
 : 14%, 11%, 7%, 3.0%, -6%, -0.5%, -12%, ., 11%
> O=C(NNC(=S)Nc1ccccc1C(F)(F)F)C1CC1
 : -27%, ., 1%, -2.2%, ., 0.7%, -5%, ., 6%
> O=C(COC(=O)c1cc[n+]([O-])cc1)Nc1ccccc1Cl
 : -8%, 2%, -1%, -1.2%, -7%, 0.0%, -7%, -9.7%, 0%
> CCOC(=O)c1c2c(c(=S)n(-c3ccccc3)c1N)CCC2
 : -17%, 4%, 2%, 0.7%, 40%, 55%, -5%, -6.5%, 15%
> O=C(NCc1ccco1)/C(=C/c1ccc([N+](=O)[O-])cc1)NC(=O)c1ccco1
 : 5%, 3%, 10%, -1.5%, 2%, 1.1%, -4%, ., 8%
> CCS(=O)(=O)c1ccc2oc(Nc3ccc(C(C)C)cc3)nc2c1
 : 39%, 19%, 3%, 40%, -18%, ?, 6%, -15%, 5%
> COc1cccc2cc(C(C)N(CCCN3CCOCC3)C(=S)Nc3c(C)cccc3C)oc12 (stereo not drawn)
 : -15%, 11%, 4%, 1.5%, -8%, 0.8%, -7%, 3.3%, 12%
> Clc1ccc(CNC2CCCC2)c(Cl)c1
 : -5%, 0%, -4%, 1.9%, -4%, -0.2%, -7%, -6.5%, 24%
> CCOc1ccc(NC(=O)c2cccnc2Cl)c([N+](=O)[O-])c1
 : -3%, 9%, 5%, -0.7%, 3%, 0.5%, -2%, -2.4%, 8%
> O=C1OCc2cc(NS(=O)(=O)c3cccs3)ccc21
 : -8%, -1%, -1%, 0.7%, 1%, -2.3%, 2%, -2.3%, 3%
> C=CCn1c(SCCC)nc(O)cc1=O
 : -3%, 8%, 3%, 0.1%, -5%, 0.8%, -3%, -3.1%, -3%
> CC(=O)N1c2ccc(S(=O)(=O)N3CCCC(C(=O)N4CCCC(C)C4)C3)cc2CC1C (stereo not drawn)
 : 4%, -9%, -1%, 0.3%, -12%, 19%, -9%, ., -3%
> CN(CCc1cnn(C)c1)C(=O)C1CCC(=O)N(CC2CCCCC2)C1 (stereo not drawn)
 : 3%, 10%, -2%, 3.0%, 5%, 1.0%, 0%, ., 24%
> CCN1CCN(c2ccc(S(=O)(=O)N3CCOCC3)cc2NC(=O)c2ccc(Cl)s2)CC1
 : ., 7%, ., ., -5%, 0.2%, ., ., 4%
> COCCn1nnnc1C(c1ccc(OC)cc1OC)N1CCN(c2ccccc2)CC1 (stereo not drawn)
 : -4%, 6%, 0%, -2.0%, 0%, 0.9%, -1%, -5.3%, 5%
> CN1C(=O)/C(=C\C(=O)c2cccs2)c2ccccc21
 : 32%, 18%, 1%, -4.9%, -43%, ., -1%, -2.7%, 18%
> COc1ccc(/C=C2\SC(=S)N(CCC(=O)Nc3cccc(C(=O)O)c3)C2=O)cc1OC
 : 16%, ., 1%, 40%, 14%, -0.2%, 1%, ., -18%
> N#Cc1cc(-c2ccccc2)nnc1Oc1ccccc1Cl
 : -4%, 11%, 0%, -1.4%, 0%, 1.3%, 0%, -3.5%, 15%
> Nc1ncc(Br)cc1S(=O)(=O)NCCC(=O)N1CCN(c2ccccn2)CC1
 : -10%, 1%, 2%, 2.3%, 0%, ?, -6%, -2.5%, 5%
> C/C(=N\NC(=O)c1ccc2c(c1)OCO2)c1cccnc1
 : 5%, 6%, 4%, -0.8%, -5%, 1.4%, -11%, ., 27%
> O=C(NC(N1CCOCC1)C(Cl)(Cl)Cl)c1cc([N+](=O)[O-])cc([N+](=O)[O-])c1 (stereo not drawn)
 : -10%, 6%, 2%, 2.4%, -5%, 0.7%, -5%, -0.3%, 14%
> CC(C)CCN1CCN(Cc2cn[nH]c2C2CCCCC2)CC1CCO (stereo not drawn)
 : 38%, 9%, 3%, -0.5%, -7%, -2.4%, -4%, -7.8%, 9%
> COc1cc(C)c(CNc2ccc(OC)c(OC)c2)cc1C
 : 30%, ., 7%, 0.3%, ., 4.5%, -7%, 12%, -4%
> COc1ccc(CCNC(=O)c2cc(-c3cc(Cl)cc(Cl)c3)oc2C)cc1
 : 33%, -1%, -1%, 8.8%, -3%, -0.6%, -3%, -7.1%, 9%
> COc1ccccc1-c1ccc(SCC(=O)NC2CCCC2)nn1
 : ., 2%, ., ., 4%, 0.2%, ., ., 10%
> CN1/C(=C\C(=S)Nc2ccccc2)C(C)(C)c2ccccc21
 : 36%, 6%, -4%, 8.2%, ., -0.3%, 10%, -14%, 1%
> O=C(Cn1cccn1)N1CCCC(N2CCN(Cc3ccc4c(c3)OCO4)CC2)C1 (stereo not drawn)
 : 1%, 6%, -3%, -1.2%, -1%, -0.3%, -14%, ., -1%
> Cc1cccc(OC2CCN(Cc3nc(CC4CC4)no3)CC2)c1
 : 2%, 3%, 5%, 1.3%, -3%, 2.1%, -8%, -6.1%, -6%
> O=C(Nc1ccc2c(c1)OCO2)C1CCN(C(=O)c2ccc([N+](=O)[O-])cc2)CC1
 : 7%, 2%, -2%, -2.1%, 6%, 1.6%, -6%, 1.0%, 12%
> CN1C(=S)SC(/[N+]([O-])=C\c2cccs2)C1(C)C (stereo not drawn)
 : -4%, 15%, -4%, -1.4%, -1%, 0.7%, 9%, 1.4%, 1%
> Cc1cc(=O)oc2ccc(OCC(=O)NCc3ccco3)cc12
 : 10%, 6%, 0%, 0.2%, 8%, 0.9%, -2%, -2.5%, 3%
> C=CCNC(=O)c1ccc(-n2cccc2)cc1
 : -16%, 1%, 2%, 1.4%, 13%, 1.9%, 0%, -3.7%, 13%
> CS(=O)(=O)N(CC(=O)NC1CCCC1)Cc1ccc(F)cc1
 : -1%, 6%, 4%, -0.4%, 4%, 3.2%, -6%, 5.2%, 10%
> Cc1cc(/C=C2/C(=O)N(C)C(=S)N2C)ccc1N1CCCC1
 : 18%, 20%, 8%, 54%*, ., 1.8%, 10%, 1.0%, 14%
> O=c1c2cccnc2n(-c2ccccc2)n1Cc1ccc(Cl)cc1
 : 40%, 2%, -1%, 0.7%, 4%, 0.1%, -6%, -6.2%, 10%
> CCCCCN(C(=O)COC(=O)Cc1c(C)nc2ccccc2c1C)c1c(N)n(CCCC)c(=O)[nH]c1=O
 : ., 3%, ., ., -1%, -1.7%, ., ., 13%
> Nc1[nH]c(=O)[nH]c(=O)c1N=Nc1ccccc1Cl
 : 3%, ., -5%, -0.5%, -6%, -4.2%, -11%, ., 12%

Looked up by compound from the entries so far (three):
Each structure is followed by: AID2073, Rac1 GTP hydrolysis, Siah-1 displacement, HIV peptide binding, NS5 inhibitors, RSV antiviral HEp-2, LYP inhibition, XIAP displacement, SV40 large T antigen
> COc1ccccc1-c1ccc(SCC(=O)NC2CCCC2)nn1
 : ., 2%, ., ., 4%, 0.2%, ., ., 10%
> COc1cc(C)c(CNc2ccc(OC)c(OC)c2)cc1C
 : 30%, ., 7%, 0.3%, ., 4.5%, -7%, 12%, -4%
> CCCCCN(C(=O)COC(=O)Cc1c(C)nc2ccccc2c1C)c1c(N)n(CCCC)c(=O)[nH]c1=O
 : ., 3%, ., ., -1%, -1.7%, ., ., 13%

Next structures:
Each structure is followed by: AID2073, Rac1 GTP hydrolysis, Siah-1 displacement, HIV peptide binding, NS5 inhibitors, RSV antiviral HEp-2, LYP inhibition, XIAP displacement, SV40 large T antigen
> O=C(CCNC(=O)c1ccccc1Cl)NCC(c1ccc(F)cc1)N1CCOCC1 (stereo not drawn)
 : ., 3%, ., ., -3%, 1.8%, ., ., 15%
> Cn1ncc(C(N)=O)c1NC(=S)NC(=O)c1ccc(Br)o1
 : 27%, -1%, -5%, -0.3%, 5%, -0.4%, -2%, -13%, 1%
> CCC(=O)Nc1c2c(nn1-c1ccc([N+](=O)[O-])cc1)CS(=O)(=O)C2
 : 5%, 6%, -3%, -3.3%, -5%, 0.0%, -5%, ., 18%
> O=C(NCC(c1cccs1)N1CCOCC1)C1CCN(S(=O)(=O)c2cccc(C(F)(F)F)c2)CC1 (stereo not drawn)
 : ., -2%, ., ., 6%, -0.9%, ., ., 12%
> Cc1ccc(S(=O)(=O)N2CCN(C(=O)c3ccco3)CC2)cc1C
 : 5%, -4%, 2%, -0.2%, -3%, 3.6%, -8%, ., 5%
> COc1ccc(NC(=O)c2cc3nc(-c4ccccc4)cc(-c4ccccc4)n3n2)c(OC)c1
 : 23%, 3%, 0%, 0.6%, 6%, 2.0%, -1%, -8.3%, 1%
> O=C(CNC(=O)c1cccs1)NCCN1CCN(Cc2ccccc2)CC1
 : -3%, 2%, 2%, 3.4%, -2%, 0.8%, -9%, -5.1%, 0%
> Cc1ccc(S(=O)(=O)NC(=O)Nc2nccs2)cc1
 : -3%, 5%, -5%, 0.0%, -3%, -0.5%, -7%, ., -7%
> NC(=O)NC(=O)COC(=O)/C=C/c1cccs1
 : -19%, 0%, 13%, 1.6%, 2%, -1.7%, -7%, ., 2%
> O=[N+]([O-])c1ccc2c(c1)C(N1CCOCC1)/C(=C/COc1ccc3ccccc3c1Br)O2 (stereo not drawn)
 : 6%, 4%, 0%, 0.0%, -6%, 8.6%, 2%, -1.3%, -7%
> CC(=O)OCCCN1C(=O)c2cccc3cc(Br)cc(c23)C1=O
 : 17%, ., -2%, -2.0%, ., 2.8%, -8%, ., 6%
> CCCCNC(=O)C1CCC(=O)N1CCc1ccccc1 (stereo not drawn)
 : 16%, 6%, -2%, -0.2%, -3%, 1.1%, -11%, ., 7%
> COc1cc(C2CC(=O)NC(SCC(=O)Nc3ccccc3C)=C2C#N)ccc1O (stereo not drawn)
 : 4%, 15%, 5%, -2.1%, ., 0.8%, -8%, -23%, 12%
> Cc1csc(NC(=O)CCS(=O)(=O)c2ccc(Br)cc2)n1
 : -15%, 12%, 5%, -2.4%, ., 1.3%, -1%, -1.6%, 6%
> CN(Cc1ccccc1F)C(=O)CCCNC(=O)c1ccc(Cl)cc1
 : 14%, ., 0%, 0.8%, -3%, 1.5%, -4%, ., 12%
> CCCOc1ccc(Cc2c(O)nc(SC)[nH]c2=O)cc1C
 : 2%, 9%, 2%, 0.0%, -6%, 4.3%, -13%, ., 2%
